# HT1080 IDH1KD tx – HT-1080 IDH1 knockdown cell toxicity (counter line); HT-1080 IDH1 knockdown viability, ATP luminescence, 48 h; Potency, µM (doses to about 46.1 µM), for the others: at the top dose activity, negative = toxicity, most hits filed as cytotoxic; 360,000 compounds, 2% hits; AID 686971;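 also: potency is read from the fitted curve at half-maximal effect; 0% = DMSO wells and -100% = cell-free medium wells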
#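 After a 2 h attachment period, IDH1KD HT-1080 cells took pin-transferred compound for 48 h at 37 °C; ATP-based luminescence after 10 min room-temperature reagent incubation reported viability.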
# HT1080NT lethal – kills 2HG-producing HT-1080-NT fibrosarcoma cells | HT-1080-NT fibrosarcoma viability, CellTiter-Glo ATP luminescence, 48 h | Potency, µM (highest dose often 46.1 µM), for the others: at the top dose activity, negative = less viability, most hits filed as cytotoxic | 360,000 compounds, 1.6% hits;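 also: NT is the 2HG producing partner of a matched IDH1 knockdown line; potency is read from the fitted curve at half-maximal effect; 0% = DMSO-treated cells and -100% = media-only wells without cells; nearly all actives have a fitted effect of over 55% in size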
#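 Viability of the 2HG-overproducing fibrosarcoma line after 48 hours of compound exposure at 37 degrees C was determined by luminescence with CellTiter-Glo, and concentration-effect curves were then fitted and categorized.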
# ATXN2 expr inh – reduces ATXN2 reporter expression in HEK-293 cells; HEK-293 ATXN2-luciferase reporter, luminescence, 24 h; Potency, µM (series often up to 57 µM), without a hit: at the top dose activity change, negative = inhibition, hits mostly inhibitors; 360,000 compounds, 0.72% hits; AID 1745845; also: potency is read from the fitted curve at half-maximal effect; % is scaled to controls: 0 for no effect and ±100 for the full control effect; nearly all actives have a fitted effect of over 55% in size
#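 qHTS (up to 57 uM final) was run with 24 h compound exposure of reporter cells at 37 °C. Each well was multiplexed: SteadyGlo luminescence measured ATXN2-luciferase expression after a fluorogenic Gly-Phe-AFC viability readout (25 uM final).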
# ATXN viability – viability counter-screen for ATXN expression inhibitors | S2 cells (HEK-293 line with an ATXN2-luciferase reporter) viability, CellTiter-Fluor protease fluorescence, 24 h | Potency, µM (doses to about 56.7 µM), actives largely listed as cytotoxic | 400,000 compounds, 0.49% hits | AID 651635; also: potency is read from the fitted curve at half-maximal effect; nearly all actives have a fitted effect of over 40% in size
# KB-V1 MDR tox – kills drug-selected multidrug resistant KB-V1 cells; Potency, µM (titrated, usually from 46.1 µM), without a hit: top-dose activity change, negative = cytotoxicity, hits mostly cytotoxic; KB-V1 MDR cells viability, CellTiter-Glo, 72 h; 400,000 compounds, 3.4% hits; AID 1347076; also: potency is read from the fitted curve at half-maximal effect; % is scaled to controls: 0 for no effect and ±100 for the full control effect; nearly all actives have a fitted effect of over 60% in size
#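 KB-V1 MDR subline cells in DMEM (phenol-red free, 10% FBS) exposed to compounds in qHTS concentration series for 72 h at 37 degrees C. Viability read by CellTiter-Glo luminescence; concentration-effect curves fitted after normalization and correction.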
# IL1B secr inh – inflammasome signaling inhibition, IL-1 beta readout. THP-1 LPS/ATP IL-1B secretion, AlphaLISA, 16 h; active compounds read low. activity change, % at 57.5 µM. 360,000 compounds, 4.7% hits; in the data active = activity change below about -50%; inconclusive = mostly about -30% to -49%; also: % is scaled to controls: 0 for no effect and ±100 for the full control effect
#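 THP-1 cells pretreated 1 hr with compounds (up to 57.5 uM final), then stimulated with LPS (250 ng/mL final) plus ATP (1.25 mM final); secreted IL-1B measured by AlphaLISA after 16 hr, decreased signal indicating inhibition.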
# KB-3-1 tox – kills parental KB-3-1 adenocarcinoma cells; KB-3-1 viability, CellTiter-Glo ATP luminescence, 72 h; AID 1347075; 400,000 compounds, 1.4% hits; Potency, µM (highest dose often 46.1 µM), inactives show at the highest dose activity change, negative = cytotoxic, actives largely listed as cytotoxic; also: potency is read from the fitted curve at half-maximal effect; % is scaled to controls: 0 for no effect and ±100 for the full control effect; nearly all actives have a fitted effect of over 60% in size
#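 KB-3-1 cells, DMEM (no phenol red) + 10% FBS; compound by pin transfer, 72 h, 37 °C. Readout: CellTiter-Glo luminescence after 10 min. Data normalized, curve-fitted.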
# SW480 rerep – inducers of DNA re-replication in SW480 colon cancer cells; SW480 DNA re-replication, Hoechst DNA content imaging, 48 h; 340,000 compounds, 1.8% hits; Potency, µM (top dose mostly 46.1 µM), without a hit: at the top dose re-replication activation, most hits filed as activators; also: potency is read from the fitted curve at half-maximal effect; % of control where 0% means no effect; nearly all actives have a fitted effect of over 55% in size
#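 Readout is total intensity of Hoechst-stained nuclei, excited at 405 nm and collected at 500-530 nm. Compound treatment lasted 48 hr at 37 C in 5% CO2 before staining.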
# MCF10A rereplic – DNA re-replication induction in MCF 10a cells; Potency, µM (highest dose often 46.1 µM), inactives show at the top dose activity, positive = re-replication, actives largely listed as activators; 350,000 compounds, 2.9% hits; MCF 10A DNA re-replication, Hoechst nuclear intensity, 48 h; also: potency is read from the fitted curve at half-maximal effect; % of control where 0% means no effect; nearly all actives have a fitted effect of over 50% in size
# * = called active by the depositor; i = inactive; ? = inconclusive; . = not tested or not shown; [ ] = dose if it differs, or a comment. Unless noted, calls follow the shape of the dose curve; as a rule, active = well fitted curve in the direction sought with a large enough effect; inconclusive = small, poorly fitted or top-dose-only effect, or another doubt; inactive = no such curve, though single readings can be large; an effect the other way counts as inactive or inconclusive.
structure | HT1080 IDH1KD tx | HT1080NT lethal | ATXN2 expr inh | ATXN viability | KB-V1 MDR tox | IL1B secr inh | KB-3-1 tox | SW480 rerep | MCF10A rereplic
CNc1nc(-c2ccc3c(c2)CCN3C(=O)c2cccc(F)c2)cs1 | ? | ? | -6% | ? | -6% | ? | 15µM* | 15µM* | 26%
Cc1ccc(S(=O)(=O)N2CCN(C(=O)CN3C(=O)NC(C)(c4ccc5ccccc5c4)C3=O)CC2)cc1 (stereo unspecified) | 0% | -9% | -22% | i | ? | -12 | -6% | -7% | -2%
O=C(NCC(c1ccco1)N1CCCC1)c1ccc(Cl)cc1 (stereo unspecified) | 9% | 4% | 5% | i | -26% | 10 | 1% | -4% | -3%
COc1ccccc1CNC(=O)COc1ccccc1OC | 2% | 10% | 4% | i | -4% | -2 | -4% | 0%[9.22 µM] | -6%
CCN(c1ccc(OC)cc1)S(=O)(=O)c1cc(-c2cc(C)no2)ccc1C(C)C | -14% | -7% | -19% | i | ? | 2 | ? | 1% | 10µM*
Nc1c(C(=O)CSc2nnc(-c3ccccc3F)o2)c(=O)[nH]c(=O)n1C1CC1 | -3% | 5% | . | ? | 13% | 7 | 2% | 4% | 1%
CS(=O)(=O)Nc1cccc(C2=NN(C(=O)c3cccc(F)c3)C(c3cccs3)C2)c1 (stereo unspecified) | -24% | -17% | -6% | i | -1% | -24 | -4% | -3% | ?
CCC(C)NC(=O)CSc1nc2cc(S(=O)(=O)N3CCOCC3)ccc2n1CC (stereo unspecified) | 0% | 3% | -3% | i | -5% | -9 | -1% | 0% | 2%
Cc1ccc(-c2cc(-c3n[nH]c(=S)o3)c3ccccc3n2)cc1 | -1% | 0% | 11% | i | ? | 17 | ? | 1% | ?
CCN1C(=O)CC(N2CCC(Nc3ccc(OC)cc3)CC2)C1=O (stereo unspecified) | 10% | 9% | 5% | i | 3% | 6 | 17% | -2% | -1%
Cc1ccc(NC(=O)CSc2ncc(S(=O)(=O)c3ccccc3)c(=O)[nH]2)cc1C | 17% | 10% | 3% | ? | 5% | 3 | 10% | 6% | 2%
COCCn1c(C)cc(C(=O)COC(=O)C2CC(=O)N(CCc3ccc(OC)c(OC)c3)C2)c1C (stereo unspecified) | 20% | 4% | 2% | i | 15% | 21 | 6% | -1% | -7%
CCOc1cccc(-c2nnc3sc(COc4ccc(C)cc4)nn23)c1 | 12% | 14% | -15% | i | -21% | 23 | 9% | 0% | 9%
Cc1nc2ccccc2n1CCc1nc2c3ccccc3nc(SCC(=O)NCc3ccco3)n2n1 | ? | ? | -21% | ? | ? | -11 | ? | ? | ?
CN(C)C1=NCCN1CCCCc1ccccc1 | -1% | 3% | -19% | i | -20% | 6 | -8% | -7% | 0%
O=C(CCS(=O)(=O)c1ccccc1)N1CCCc2ccccc21 | -8% | 1% | . | i | 2% | 7 | -1% | 0% | -7%
Cc1ccc(C)c(NC(=O)C2CCCN2S(=O)(=O)c2ccc3c(c2)CCCC(=O)N3)c1 (stereo unspecified) | . | . | 4% | i | 1% | . | 1% | . | .
Cc1cc(=O)oc2c(C)c(OC(C)C(=O)NC3CCN(Cc4ccccc4)CC3)ccc12 (stereo unspecified) | 6% | 2% | 4% | i | -13% | -25 | -22% | 5% | -1%
CCCC#Cc1cnc2c(c1)C(=O)N([C@H](C)CO)C[C@@H](C)[C@H](CN(C)S(=O)(=O)c1cccc(OC)c1)O2 | -6% | -1% | -17% | ? | -1% | ? | -12% | . | .
COc1ccc(S(=O)(=O)N2CCCCC2)cc1NC(=O)C1CC1C (stereo unspecified) | 2% | -11% | . | i | -16% | -12 | 1% | 1% | 8%
S=C(NCCc1c[nH]c2ccccc12)NC1CCCCC1 | -11% | -10% | 35%[11.3 µM] | i | 11% | -52* | ? | -10% | -4%
CCOc1ccc2c(C)cc(=O)oc2c1OCC | -1% | -4% | -7% | i | 3% | -25 | ? | -3%[9.22 µM] | 3%
CCN(CC)CC(O)COc1ccc2c(c1)OCO2 (stereo unspecified) | -1% | 0% | -5% | i | 4% | -2 | -26% | 11% | 1%
CCN(CC)c1ccc(/C=N/NC(=O)c2cc3ccccc3[nH]2)cc1 | ? | -28% | . | i | 4% | 2 | 1% | 3% | 18%
Cc1ccc(S(=O)(=O)NC(=O)COc2ccccc2C)cc1 | -4% | -6% | -3% | ? | -5% | -5 | -3% | -3% | 0%
CC1=CC(c2ccccc2)n2ncnc2N1 (stereo unspecified) | 16% | ? | 1% | i | 0% | 27 | 18% | -11% | 6%
COC(=O)c1c(SC)nc2ccccc2c1OCc1ccccc1Cl | . | . | -10% | i | -9% | . | -2% | . | .
CCOC(=O)c1[nH]c(C)c(C(=O)OCC)c1C | 10% | 7% | 38% | i | 13% | -24 | 2% | -18% | 13%
CC(=O)NCc1ccc(-c2csc(NC(=O)CCCc3nc4ccccc4c(=O)[nH]3)n2)cc1 | -8% | -9% | . | i | 0% | -3 | 0% | 1% | -1%
CC1(C)CC(=O)C2=C(C1)NC1=C(C(=O)c3ccccc31)C2c1cccnc1 (stereo unspecified) | -9% | -1% | . | ? | 5% | 9 | -1% | -3% | 0%
Cc1ccc(CNc2nc3c(c(=O)n(C)c(=O)n3C)n2Cc2ccc(Cl)cc2)cc1 | . | . | -2% | i | 0% | . | 9% | . | .
CNC(=O)c1ccccc1NC(=O)c1cccc(S(=O)(=O)N2CCC(C)CC2)c1 | -11% | -9% | -21% | i | ? | -4 | -17% | 2%[9.22 µM] | 30%
O=C(CCc1nc2ccccc2s1)Nc1ccccc1 | -6% | -6% | 11% | i | -3% | -7 | -8% | -3% | -1%
CC(C)c1ccc(NC2CCCN(C(=O)c3cc(C(C)C)nc(N)n3)C2)cc1 (stereo unspecified) | -6% | -11% | -13% | i | 0% | 27 | 0% | 9% | -1%
O=C(CSc1nc2ccccc2c(=O)n1Cc1ccco1)N1CCCC1 | -11% | -3% | -1% | i | -14% | 13 | 5% | -1% | -10%
CCC(C)[C@H](NS(=O)(=O)c1ccc(C)cc1)C(=O)N1CCC(C(=O)N2CCC(C(N)=O)CC2)CC1 (stereo partly specified) | -3% | -2% | -5% | i | 0% | -7 | 0% | ? | -3%
O=C(Nc1ccccc1NC(=O)C1CCCO1)c1ccco1 (stereo unspecified) | 3% | 6% | -3% | i | -20% | -8 | -12% | 0% | 0%
CCOc1ccc(OCc2ccc(C(=O)NC(C)C)o2)cc1 | -4% | 0% | . | i | -37% | 9 | -33% | -1% | 10%
CCOC(=O)C1CCN(C(=O)C2CCC(=O)N(CC3CCCCC3)C2)CC1 (stereo unspecified) | 1% | -7% | -7% | i | -3% | 29 | -1% | -2% | 1%
CC(=O)c1c(C)[nH]c(C(=O)NC2=NCCS2)c1C | 2% | 12% | 53%[activator] | i | 5% | 30 | 13% | 1% | -1%
CCOC(=O)C(C)(C)N(Cc1ccc(C)cc1)S(=O)(=O)c1ccc(Cl)c([N+](=O)[O-])c1 | ? | ? | ? | ? | 8% | -104* | 4% | ? | 12µM*
O=C(Cn1nnc2ccccc21)c1ccc(Br)cc1 | 20% | 13% | -10% | i | 1% | -10 | -1% | 1% | 3%
Cc1cc(NC(=O)COc2ccc3ccccc3c2Br)no1 | ? | ? | . | ? | 11% | 8 | -4% | -10% | 28%
O=C(OCc1ccccc1F)c1ccc(-c2nnn(Cc3ccccc3)n2)cc1 | . | . | 2% | i | ? | . | 2% | . | .
Oc1sc(C=Nc2ccc(F)cc2)c2ccccc12 | -13% | -3% | 37%[activator] | ? | 16% | 21 | 0% | 5% | ?
CNC(=O)c1ccc(CSc2nc3cccnc3n2Cc2cccc(F)c2)cc1 | . | . | -3% | i | 0% | . | ? | . | .
COc1cccc(OC)c1C(=O)NC(=S)Nc1ccc(S(=O)(=O)Nc2nccs2)cc1 | -4% | 1% | 0% | i | 15% | 0 | 4% | -114%[inhibitor] | 2%
Cc1onc(-c2ccccc2)c1-c1csc(N/N=C/c2ccccc2)n1 | -9% | -17% | -4% | i | 5% | 6 | -20% | -4% | 7%
CSc1ncc(Cl)c(C(=O)Nc2cccc(Cl)c2)n1 | 8% | -4% | . | ? | 2% | 30 | -7% | -9% | ?
CC(C)C[C@@]12C(=O)N(c3cccc(Br)c3)C(=O)N1[C@H](c1ccc(Cl)cc1)[C@@H]1C(=O)N(C3CCCCC3)C(=O)[C@@H]12 | -1% | -4% | 3% | i | -9% | -17 | 0% | -31%[inhibitor] | -15%
COCCn1c(SCC(=O)Nc2nnc(C)s2)nnc1-c1c[nH]c2ccccc12 | -1% | -1%[9.24 µM] | 0% | i | 13% | 5 | -3% | -4% | 0%
O=C(Nc1cccnc1)c1cccc([N+](=O)[O-])c1 | 7% | -2% | . | i | 2% | -6 | ? | -5% | -10%
O=C(COc1ccccc1)N1CCN(S(=O)(=O)c2cccs2)CC1 | -24% | 2% | 8% | i | -28% | -4 | 0% | ? | 8%
COc1ccc(NC(=O)C2CCN(c3cc(C)nc(-c4ccccc4)n3)CC2)cc1 | -26% | -5% | -19% | ? | 0% | -6 | -1% | -4% | 16%
Cc1ccc(-c2nc3cc(NC(=O)c4cc(Br)ccc4Cl)ccc3o2)cc1 | . | . | 12% | i | 0% | . | 7% | . | .
Cn1nnc(NC(=O)CSc2nnnn2-c2ccc(F)cc2)n1 | -8% | -10% | -9% | i | -1% | 24 | 1% | 2% | 1%
O=C(O)c1cc(NC(=O)C2CCCO2)cc(C(=O)O)c1 (stereo unspecified) | 9% | 3% | -38% | i | -3% | 1 | 13% | -15% | -5%
COCc1ccc(C(=O)N2CCCC(C(=O)c3ccc(Cl)cc3C)C2)o1 (stereo unspecified) | 1% | -5% | -21% | i | 10% | 26 | -25% | ? | 15%

# Compound activity: PubChem, National Center for Advancing Translational Sciences (NCATS)
